INS-1E GSIS act: GLuc luminescence reporter in INS-1E cells, primary screen for activators of glucose-dependent secretion of insulin. activation, % at 16.6 µM. actives 0.61% (n = 370,000). INS-1E GLuc reporter insulin secretion, 2-3 h;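 active means lowest replicate activation of at least 40%, so every replicate reaches that level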;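 further: 0% = median of neutral control wells and 100% = median of IBMX positive control wells; some compounds called inactive have numbers as strong as hits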
C2C12 statin: suppression of simvastatin myotoxicity. rescue of ATP level, % at 7.49 µM. C2C12 myotubes + simvastatin, ATP luminescence, 48 h; scaled: DMSO 0, geranylgeraniol control 100. actives 0.78% (n = 330,000);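 active means mean ATP rescue above about 67%, or every replicate alone reaching that limit, limit read from the data, passing the limit was not always enough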;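 further: myotubes were challenged with 10 µM simvastatin during compound exposure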
LGR2 inh: Drosophila LGR2 receptor signaling inhibition | HEK293 LGR2, CRE-luciferase, bursicon-stimulated, 4 h | inhibition, % at 9.99 µM | actives 0.35% (n = 380,000) | AID 720647;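 active means drop in luminescence signal, shown as inhibition above about 50% in the replicate tests, limit read from the data, passing the limit was not always enough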;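 further: agonist challenge used bursicon conditioned medium at about half maximal strength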
PGC1a acetyl inh: PGC1a acetylation modulation, inhibitor mode | actives 0.17% (n = 350,000) | AID 651687 | inhibition, % at 15.6 µM | U2OS PGC1a acetylation, AlphaScreen anti-acetyl-lysine; with virally co-expressed GCN5 acetyltransferase;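 active means every replicate shows inhibition of at least 40%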;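 further: 0% = neutral control wells and 100% = positive control wells; some results beyond the cut were filed as inactive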
PglD DTNB: blocks C. jejuni PglD acetyltransferase activity | purified PglD enzyme, DTNB colorimetric CoA detection | inhibition, % at 12.5 µM | actives 0.098% (n = 360,000) | AID 602405; in the data active means inhibition above about 16%, passing the limit was not always enough; further: strong numbers were not always called active
PAX8 inh HTS: PAX8 transcriptional activity inhibition; RMG-I TPO-luciferase reporter, SteadyGlo, 24 h; inhibition, % at 12.6 µM; actives 1.2% (n = 360,000); AID 652154;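 active means mean replicate inhibition at least 60% with every replicate also reaching 60%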;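 further: luciferase light reporting Pax8 driven TPO promoter activity; plate controls were median of neutral control wells for no effect and mitoxantrone controls for full effect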
ARNT-TACC3 inh: disrupts binding between human ARNT and TACC3; AID 623870; inhibition, % at 9.99 µM; AlphaScreen His-ARNT PAS-B/GST-TACC3 binding, luminescence; TACC3 fragment carries E629A point mutation; actives 0.66% (n = 390,000); Q9Y6A5;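 active means mean inhibition of replicates at least 50% and at least half of replicates each reaching 50%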;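 further: 0% = complete ARNT plus TACC3 wells and 100% = ARNT alone without TACC3; many hits fall short of the cut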
Cneo AK release: Cryptococcus neoformans lysis via adenylate kinase release; C. neoformans lysis, adenylate kinase release luminescence, 4 h; normalised: neutral wells 0, clomiphene wells 100; lysis activity, % at 15 µM; actives 0.2% (n = 360,000);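 active means mean lysis activity across replicates of at least 80%, whatever share of replicates individually reach that level; inactive means mean lysis activity below 80%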
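Assay system: Cryptococcus neoformans yeast cells / Dosing: single-point compound dose / Timing: 4 h at 37 °C static, read 1 h later / Measured by: luminescence of released adenylate kinase using an AK detection reagent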
* hit, by the source's call; . = not tested or not shown.

Order of results – INS-1E GSIS act	C2C12 statin	LGR2 inh	PGC1a acetyl inh	PglD DTNB	PAX8 inh HTS	ARNT-TACC3 inh	Cneo AK release
- C[C@@H]1CN([C@@H](C)CO)C(=O)c2cccc(NC(=O)C3CCOCC3)c2O[C@@H]1CN(C)Cc1ccc(-c2ccccc2)cc1
→ -4	-6	-13	11	3	-10	6	53
- C[C@@H]1CN([C@H](C)CO)S(=O)(=O)c2ccc(-c3ccccc3)cc2O[C@H]1CN(C)Cc1cncnc1
→ -2	-129	-3	0	1	-15	9	-1
- CC(=O)c1cccc(NC(=O)CN(c2ccccc2F)S(C)(=O)=O)c1
→ -1	-19	-2	0	2	.	-1	-1
- COc1cccc(/C=C/C(=O)OCCN2C(=O)c3ccccc3C2=O)c1
→ -1	-4	12	-2	5	3	0	1
- COCCCN(C(=O)Cc1ccc(S(=O)(=O)N2CCOCC2)s1)c1c(N)n(Cc2ccccc2)c(=O)[nH]c1=O
→ -2	6	9	-4	2	12	-4	-1
- C[C@@H]1CN([C@H](C)CO)S(=O)(=O)c2ccc(-c3ccncc3)cc2O[C@H]1CN(C)Cc1cncnc1
→ 12	-33	-7	2	-2	-23	-6	-3
- O=C(O)Cc1sc(NCc2ccco2)nc1-c1ccccc1
→ -6	6	10	-15	3	-3	0	-1
- CC(C)NC(=O)N1C[C@@H]2[C@H](c3ccccc31)[C@@H](CO)N2C(=O)C1CCCC1
→ 10	-2	-16	-10	3	-1	0	1
- Cc1ccc(SCC(=O)Nc2cc([N+](=O)[O-])ccc2O)cc1
→ -19	.	-44	-15	.	-33	12	.
- C[C@H](CO)N1C[C@H](C)[C@H](CN(C)Cc2ccc(C(F)(F)F)cc2)Oc2c(NC(=O)Nc3ccccc3)cccc2C1=O
→ -18	20	-3	.	-1	-7	0	1
- Cc1noc(C)c1NC(=O)Nc1ccc2c(c1)C(=O)N([C@@H](C)CO)C[C@H](C)[C@H](CN(C)Cc1ccc(Cl)c(Cl)c1)OCCCC[C@@H](C)O2
→ -24	.	-21	-5	-2	4	28	-1
- CCCOCC1CC(CCc2nc(=S)[nH][nH]2)C(=O)O1 (stereo not drawn)
→ 3	5	-13	.	0	-3	.	0
- Cc1cc(=O)n(C)c(=O)n1CCCCCN1CCCC1
→ .	14	.	6	7	.	-3	2
- O=C1COc2ccc(C(=O)COc3ccc(Cl)cc3Br)cc2N1
→ 35	6	-12	2	-2	-6	-2	-8
- CN(CC(=O)Nc1ccccc1Cl)C(=O)COC(=O)c1ccccc1[N+](=O)[O-]
→ .	-6	.	.	5	.	-10	-1
- CC(C)NC(=O)N[C@@H]1CC[C@H](CCn2cc(-c3ccccc3)nn2)O[C@@H]1CO
→ 0	3	-9	-8	1	18	.	58
- Cc1ccc(-c2ccc(=O)n(CC(=O)NCCN3C(C)CCCC3C)n2)cc1 (stereo not drawn)
→ .	9	.	-17	-5	.	1	2
- CCOc1ccc(C(=O)Nc2cc(NC(=O)c3ccc(OCC)c(Cl)c3)cc(C(=O)O)c2)cc1Cl
→ 8	5	9	-1	.	-5	5	.
- O=C(NC1CCCC1)C(c1cccnc1)N(C(=O)c1ccco1)c1cccc(F)c1 (stereo not drawn)
→ 16	-3	10	.	5	-107	3	-1
- CNc1nnc(-c2cc3ccccc3oc2=O)s1
→ .	23	.	-2	-1	-119	-2	-3
- O=C(Nc1ccc(F)cc1)N1C[C@@H]2[C@H](c3ccccc31)[C@H](CO)N2Cc1ccccc1
→ 11	-2	4	-5	3	-10	-2	-1
- Nc1ccc(S(=O)(=O)Nc2ccc(Cl)nn2)cc1
→ -14	-1	6	6	-2	0	1	0
- COCC(C)n1c(C)cc(C(=O)CSc2nc(C)c(C)c(C)n2)c1C (stereo not drawn)
→ -17	-5	5	-4	.	17	2	.
- COc1ccc(-c2ccc3c(c2)O[C@H](CN(C)C(=O)Nc2ccccc2F)[C@H](C)CN([C@@H](C)CO)S3(=O)=O)cc1
→ 5	14	-6	24	-2	.	24	1
- O=C(O)CSCNC(=O)CC12CC3CC(CC(C3)C1)C2
→ .	3	.	5	-3	4	-10	-4
- CCCNC(=O)N1CC(=O)N2[C@@H](CO)[C@@H](c3ccc(C#Cc4cccc(OC)c4)cc3)[C@@H]2C1
→ -10	.	14	-6	.	0	.	.
- O=C(C1CC1)N1C[C@@H]2[C@H](c3ccccc31)[C@H](CO)N2C(=O)c1ccccc1F
→ -4	3	-13	2	0	9	5	-5
- CO[C@H]1CN(C)C(=O)c2cc(NS(=O)(=O)c3ccc(Cl)cc3)ccc2OC[C@@H](C)N(C)C[C@H]1C
→ 3	7	-9	0	-3	5	.	0
- CCOc1cc(NC(=S)NCCCN2CCOCC2)c(OCC)cc1NC(=O)c1ccc(C)cc1
→ -10	.	-38	-18	.	7	28	.
- CC(Sc1nc(-c2ccccc2)cc(C(F)(F)F)n1)C(=O)N1CCCC1 (stereo not drawn)
→ .	9	11	-3	.	4	-13	0
- COc1cc(C(=O)Oc2cccc(C(=S)N3CCOCC3)c2)cc(OC)c1OC
→ 5	1	3	-6	-2	0	7	-1
- CN1C(=O)CC(c2ccccc2)C1=O (stereo not drawn)
→ 2	2	-6	10	3	-1	2	-1
- O=C(CSc1ccc2nnc(-c3ccncc3)n2n1)NCC1CCCO1 (stereo not drawn)
→ .	6	6	15	.	-1	-16	-2
- CCOC(=O)/C(C#N)=C/c1ccc(N2CCN(Cc3ccccc3)CC2)cc1
→ -38	-3	-39	-6	-7	3	9	-1
- O=C(O)c1cccc(Nc2nc(-c3ccccc3)nc3ccccc23)c1
→ 3	5	1	-2	-1	24	5	-2
- C=CCn1c(SCc2ccc(C#N)cc2)nnc1-c1cccc(OC)c1
→ .	-3	.	-19	3	.	-3	4
- O=C(CCNS(=O)(=O)c1ccccc1)NNC(=O)COc1ccc(Cl)cc1
→ -6	1	-11	-8	-4	-4	-1	1
- CCS(=O)(=O)Nc1ccc2c(c1)C(=O)N(C)[C@@H]1CC[C@H](CC(=O)N3CCOCC3)O[C@@H]1CO2
→ 16	-13	0	-6	4	-2	7	0
- CC(C)(C)OC(=O)C[C@H]1C/C=C\C[C@@H](CC(=O)N[C@@H](CO)Cc2ccccc2)C(=O)NCCOC1=O
→ 4	-6	-16	-9	-1	4	-4	2
- Cc1cc(S(=O)(=O)NC2CCN(Cc3ccccc3)CC2)c(C)cc1Cl
→ -25	.	17	.	.	15	0	.
- COc1ccccc1C(=O)NNC(=O)Cc1ccccc1
→ 13	-2	-41	.	-1	4	-3	0
- NC(=O)CC1C(=O)N(c2ccc(F)cc2)C(=O)N1NC(=O)CCc1ccccc1 (stereo not drawn)
→ 1	.	8	7	0	-8	-6	0
- Clc1ccccc1-c1ncc2ccccn12
→ 18	.	-19	6	.	-30	-4	.
- CCOC(=O)c1sc(=S)n(C)c1NC(=O)c1ccc(C(C)(C)C)cc1
→ 12	2	20	0	4	19	1	-3
- Cc1cc(C)cc(NC(=O)COC(=O)[C@@H](NC(=O)c2ccco2)C(C)C)c1
→ -7	.	-30	8	.	6	3	.
- CCC(CC)NC(=O)COC(=O)c1ccc(OCc2ccc(C(C)=O)cc2OC)c(OC)c1
→ 4	.	-1	-9	4	-10	22	-1
- CN1CCN(c2ccc(NC(=O)c3ccc4c(c3)OCO4)cc2)CC1
→ .	2	.	4	-2	.	3	-2
- O=C(NC[C@H]1N[C@H](CO)[C@@H]1c1ccc(C2=CCCCC2)cc1)c1ccccc1
→ -1	-14	11	-4	1	-5	0	1
- O=C(N[C@@H]1CC[C@@H](CCNS(=O)(=O)c2ccc(F)cc2)O[C@@H]1CO)C1CCCC1
→ 22	-3	9	-9	0	-12	-9	8
- COC(=O)C[C@@H]1CC[C@@H]2[C@H](COc3ccc(NC(=O)c4cccc(F)c4)cc3C(=O)N2C)O1
→ 4	14	5	-6	1	-8	-2	-1
- C[C@@H]1CN([C@@H](C)CO)C(=O)Cc2cc(NC(=O)Nc3ccc(C(F)(F)F)cc3)ccc2O[C@@H]1CN(C)S(=O)(=O)c1ccc(F)cc1
→ 2	2	14	-9	.	29	.	.
- COc1nc(OC/C(N)=N/O)nc(N2CCOCC2)n1
→ .	-10	.	13	2	.	0	0
- C/C(=N\NC(=O)c1nnn(-c2nonc2N)c1CN(C)c1ccccc1)c1cccs1
→ -2	-18	-1	1	.	-1	0	.
- CC(=O)Nc1sc(C)c(C)c1C(=O)OCC(=O)Nc1ccccc1
→ -4	2	-12	11	0	-10	.	0
- COc1ccc(CNC(=O)Cn2cc([N+](=O)[O-])nc2C)cc1
→ .	12	.	-17	1	15	-4	-1
- Cc1onc(-c2ccccc2)c1-c1nnc(-c2ccccc2C(F)(F)F)o1
→ 14	21	18	.	4	0	-11	-2
- CC=Cc1ccc2n(c1=O)C[C@@H]1[C@@H](CO)[C@H](C(=O)NCC)[C@H]2N1C(C)=O (mixture of isomers)
→ 3	-34	-2	.	-7	-6	-4	5
- O=C(CC1NC(=O)NC1=O)Nc1cccc2ccccc12 (stereo not drawn)
→ .	10	12	15	-5	.	-3	1
- COc1ccc(/C(N)=N/OC(=O)CCC2CCCC2)cc1OC
→ -25	.	-35	-7	0	-53	-22	-1
- C[C@@H]1CN([C@@H](C)CO)C(=O)c2cc(-c3ccccc3)cnc2O[C@@H]1CN(C)C
→ 11	18	2	-1	2	.	-5	7

Continued:
Order of results – INS-1E GSIS act	C2C12 statin	LGR2 inh	PGC1a acetyl inh	PglD DTNB	PAX8 inh HTS	ARNT-TACC3 inh	Cneo AK release
- COc1ccc(CCNC(=O)CSc2nnc(-c3ccccc3)o2)cc1OC
→ .	-1	.	-4	0	2	16	4
- COc1ccccc1CNC(=O)C[C@H]1CC[C@H]2[C@H](COc3ccc(NS(=O)(=O)c4ccc(C)cc4)cc3C(=O)N2C)O1
→ -15	-60	17	-11	6	0	-3	-5
- COc1ccc(C(=O)OCC(=O)Nc2ccc(N3CCOCC3)cc2)cc1OC
→ 0	-2	15	9	2	-3	-1	0
- CC(C)c1ccc(Nc2nc(Cl)nc(NCCO)n2)cc1
→ 1	-30	-14	.	4	30	2	-1
- O=C(Nc1ccc(NC(=O)C2CC2)cc1)c1cccs1
→ 11	-9	-56	.	-3	-120	0	0
- COc1ccc(Cl)c(OC)c1C(=O)NC(=O)Nc1nc(C)nc(C)n1
→ 14	-1	7	7	-1	-1	2	4
- O=C(CN1CCOCC1)NCC[C@H]1CC[C@H](NC(=O)Cc2ccccn2)[C@H](CO)O1
→ 7	7	-18	10	5	-7	4	51
- CCOC(=O)N1CCC(c2cc(=O)n3[nH]c(-c4ccccc4)cc3n2)CC1
→ -1	-8	-18	2	1	6	6	0
- CCCNC(=O)N(C)C[C@@H]1Oc2ncc(-c3ccc(OC)cc3)cc2C(=O)N([C@H](C)CO)C[C@H]1C
→ 5	1	7	-4	1	.	-5	-2
- C[C@H]1CN([C@@H](C)CO)C(=O)c2cc(C#CC3(O)CCCC3)cnc2O[C@@H]1CN(C)C(=O)C1CCC1
→ -5	26	4	-1	1	-21	0	0
- O=C(CCCO)NC1Cc2ccccc2C1
→ -9	-6	0	15	.	5	-4	.
- C/C(=N\OCC(=O)Nc1cc(C)cc(C)c1)c1ccc2c(c1)OCCO2
→ -14	5	4	.	2	-5	-1	0
- Cc1c(C(=O)Nc2ccccc2)c2ccc(C(F)(F)F)cc2n1O
→ 7	.	17	-2	0	-3	.	4
- C[C@H](CO)N1C[C@H](C)[C@H](CN(C)C)Oc2ccc(NS(=O)(=O)c3ccccc3)cc2CC1=O
→ 11	-11	2	0	-3	-36	.	46
- S=C(NCC1CC1)N/N=C/c1ccccc1Cl
→ 14	.	-21	18	.	-31	3	.

2 entries from above, reformatted:
molecule | INS-1E GSIS act | C2C12 statin | LGR2 inh | PGC1a acetyl inh | PglD DTNB | PAX8 inh HTS | ARNT-TACC3 inh | Cneo AK release
COc1ccc(C(=O)OCC(=O)Nc2ccc(N3CCOCC3)cc2)cc1OC | 0 | -2 | 15 | 9 | 2 | -3 | -1 | 0
CC(C)c1ccc(Nc2nc(Cl)nc(NCCO)n2)cc1 | 1 | -30 | -14 | . | 4 | 30 | 2 | -1

Assay outcomes (PubChem)
